Screening data (PubChem)
KAT2A inh = inhibitors of human GCN5L2 histone acetyltransferase. GCN5L2 HAT assay, ThioGlo1 CoA-SH fluorescence. Potency, µM (top dose mostly 58.9 µM), without a hit: at the top dose activity change, negative = inhibition, usual class: inhibitors. 390,000 tested, 0.21% active
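GCN5L2 (20 nM) in 50mM HEPES pH 7.5, 0.1mM EDTA, 0.01% Tween-20 preincubated 15 min with compounds at room temperature. Reaction started with H3(1-25) 75uM, acetyl-CoA 70uM, ThioGlo1 50uM; CoA-thiol fluorescence (Ex340/Em540) read at 0 and 20 min.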
FEN1 inh = inhibitors of human flap endonuclease 1 | P39748 | Recombinant FEN1 flap cleavage, fluorescence, 15 min | Potency, µM (doses to about 114 µM), for inactives: top-dose activity change, negative = inhibition, actives largely listed as inhibitors | 390,000 tested, 0.35% active | AID 588795; also: nearly all actives have a fitted effect of over 65% in size
Target sequence (P39748 whole entry, looked up): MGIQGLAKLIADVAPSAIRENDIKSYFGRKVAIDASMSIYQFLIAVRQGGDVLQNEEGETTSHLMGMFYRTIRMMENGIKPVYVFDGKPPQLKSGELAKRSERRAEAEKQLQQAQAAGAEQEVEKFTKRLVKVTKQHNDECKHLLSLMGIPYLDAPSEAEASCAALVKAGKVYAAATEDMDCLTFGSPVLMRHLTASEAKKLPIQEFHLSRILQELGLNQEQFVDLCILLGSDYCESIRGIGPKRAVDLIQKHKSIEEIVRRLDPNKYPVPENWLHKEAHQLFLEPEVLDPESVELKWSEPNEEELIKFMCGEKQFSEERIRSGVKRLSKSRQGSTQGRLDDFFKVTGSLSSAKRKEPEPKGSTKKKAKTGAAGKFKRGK
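Recombinant FEN1 (10 nM) was preincubated with pin-transferred compounds for 15 min at room temperature, then flap DNA substrate (50 nM final) was added. Plates were read at 0 and 15 min, and normalized concentration–response data were fitted to a four-parameter Hill equation.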
N370S GC mod = inhibits or activates N370S mutant glucocerebrosidase; P04062; N370S GC spleen homogenate, 4MU-glucoside fluorescence; Potency, µM (series often up to 59.4 µM), for the others: at the highest dose activity change, negative = inhibition, actives largely listed as inhibitors; 330,000 tested, 0.092% active;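 also: 0% = full enzyme activity and -100% = no enzyme basal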
* marks the source's active call; other numbers are inactive results; [ ] = another dose, or the depositor's remark. Calls follow the shape of the dose curve; as a rule, active = well fitted curve in the direction sought with a large enough effect; inconclusive = small, poorly fitted or top-dose-only effect, or another doubt; inactive = no such curve, though single readings can be large; an effect the other way counts as inactive or inconclusive. Unless noted, % is scaled to controls: 0 for no effect and ±100 for the full control effect; potency is read from the fitted curve at half-maximal effect.

How did O=C(OCc1cc2ccccc2[nH]c1=O)c1cccc([N+](=O)[O-])c1 do in these assays?
KAT2A inh: -17%; FEN1 inh: -1%; N370S GC mod: 4%

How did CCOC(=O)C1(CCc2ccccc2)CCN(C(=O)CCc2cnn(C)c2)CC1 do in these assays?
KAT2A inh: 1%; FEN1 inh: -12%; N370S GC mod: -2%

How did Cc1ccc2[nH]c3c(=O)n(Cc4ccncc4)cnc3c2c1 do in these assays?
KAT2A inh: -2%; FEN1 inh: 3%; N370S GC mod: 2%

What do the screens show for `CN(CC(=O)Nc1ccc(Cl)c(Cl)c1)C(=O)c1cccc2cccnc12`?
KAT2A inh: 2%; FEN1 inh: -15%

What do the screens show for `COc1ccccc1CCC(=O)OCC(=O)Nc1ccc2[nH]c(=O)[nH]c2c1`?
KAT2A inh: -7%; FEN1 inh: -5%; N370S GC mod: -7%

What do the screens show for `CCN(CC)c1ccc(/C=N/NS(=O)(=O)c2cccc([N+](=O)[O-])c2)cc1`?
KAT2A inh: -12%; FEN1 inh: -2%; N370S GC mod: -3%

How did NS(=O)(=O)c1ccc(CCN=Cc2ccccc2O)cc1 do in these assays?
KAT2A inh: 0%; FEN1 inh: -5%; N370S GC mod: 0%

How did Cc1cnc(C(=O)N2CCCC(C(=O)c3ccc(C(F)(F)F)cc3)C2)cn1 (stereo not given) do in these assays?
KAT2A inh: inconclusive; FEN1 inh: -6%; N370S GC mod: -2%

How did CCn1c(SCC(=O)OCc2ccccc2)nnc1-c1ccco1 do in these assays?
KAT2A inh: 70%[activator]; FEN1 inh: -6%; N370S GC mod: 3%

Results for O=C(Nc1ccc(S(=O)(=O)NCc2cccnc2)cc1)c1ccco1 ?
KAT2A inh: 1%; FEN1 inh: -6%; N370S GC mod: 2%

What do the screens show for `Cc1ccc(-n2ncc3c(N4CCCCC4)ncnc32)cc1`?
KAT2A inh: 2%; FEN1 inh: 7%

How did Cc1cc(C)nc(SCc2nnc(SCC(=O)OC3CCCCC3)o2)n1 do in these assays?
KAT2A inh: 0%; FEN1 inh: -8%; N370S GC mod: 9%[2.35 µM]

Results for Cc1oc(-c2ccccc2F)nc1CS(=O)CC(=O)NC1CCCCC1 (stereo not given) ?
KAT2A inh: -29%; FEN1 inh: 4%; N370S GC mod: 3%

How did Cc1noc(C)c1COC(=O)c1cc(S(=O)(=O)N2CCOCC2)ccc1Cl do in these assays?
KAT2A inh: 1%; FEN1 inh: 0%

How did O=C(O)C1CCCC[C@H]1C(=O)Nc1ncc([N+](=O)[O-])s1 (stereo not given in full) do in these assays?
KAT2A inh: -13%; FEN1 inh: -1%; N370S GC mod: -1%

How did COc1ccc(Nc2nc3c(S(=O)(=O)c4ccccc4)nnn3c3ccc(Cl)cc23)cc1OC do in these assays?
KAT2A inh: -1%; FEN1 inh: -3%

What do the screens show for `COc1ccc(CN2CCc3nc(N4CCN(c5ccc(F)cc5)CC4)ncc3C2)c(OC)c1OC`?
KAT2A inh: -5%; FEN1 inh: -2%

Results for Cc1cccc(C)c1-n1ncc(C(=O)N2CCN(c3ccccn3)CC2)c1C1CCN(C(=O)OC(C)(C)C)CC1 ?
KAT2A inh: -2%; FEN1 inh: 3%

Results for CCc1ccc2[nH]c(=O)c(CN(Cc3nnnn3C3CCCC3)C3CCCCC3)cc2c1 ?
KAT2A inh: -7%; FEN1 inh: -1%; N370S GC mod: 3%

How did Cc1cc(CNC(=O)Cn2nc(C)c([N+](=O)[O-])c2C)c2ccccc2n1 do in these assays?
KAT2A inh: -5%; FEN1 inh: -3%; N370S GC mod: -23%

Results for COc1ccccc1N1CCN(C(=O)NCc2ccc(Cl)cc2)CC1 ?
KAT2A inh: -14%; FEN1 inh: -13%; N370S GC mod: -1%

What do the screens show for `CCCN(CC(=O)Nc1ccccc1C)C(=O)c1oc2ccc(OCC)cc2c1C`?
KAT2A inh: -9%; FEN1 inh: -1%; N370S GC mod: -5%

How did COc1ccccc1-c1ccc2ncnc(NCc3cccnc3)c2c1 do in these assays?
KAT2A inh: -5%; N370S GC mod: 26%

Results for O=[N+]([O-])c1ccc(N2CCNCC2)cc1Sc1nc2ccccc2[nH]1 ?
KAT2A inh: -1%; FEN1 inh: 0%; N370S GC mod: 12%

What do the screens show for `CN(Cc1ccco1)c1nc(-c2ccccc2C(F)(F)F)nc2ccccc12`?
KAT2A inh: -18%; N370S GC mod: 0%

What do the screens show for `CCn1cc(S(=O)(=O)NCc2ccccc2Br)cn1`?
KAT2A inh: -26%; FEN1 inh: 5%; N370S GC mod: -2%

How did O=C(NC1CC2CCCC(C1)N2C(=O)N1CCCCC1)C1CCCCC1 (stereo not given) do in these assays?
KAT2A inh: -8%; FEN1 inh: 5%; N370S GC mod: -9%

What do the screens show for `Nc1cnn(C2OC(CO)C(O)C2O)c(=O)n1` (stereo not given)?
KAT2A inh: -7%; FEN1 inh: 0%; N370S GC mod: 0%

How did N/C(=N\OC(=O)C12CC3CC(CC(C3)C1)C2)c1ccccn1 do in these assays?
KAT2A inh: 1%; FEN1 inh: 1%; N370S GC mod: 11%

Results for COc1ccc(/C=C(/NC(=O)c2ccccc2)C(=O)N2CCC(C)CC2)cc1 ?
KAT2A inh: -1%; FEN1 inh: -14%; N370S GC mod: 0%

Pulled by compound from the entries so far (5):
How did N/C(=N\OC(=O)C12CC3CC(CC(C3)C1)C2)c1ccccn1 do in these assays?
KAT2A inh: 1%; FEN1 inh: 1%; N370S GC mod: 11%

What do the screens show for `CCn1cc(S(=O)(=O)NCc2ccccc2Br)cn1`?
KAT2A inh: -26%; FEN1 inh: 5%; N370S GC mod: -2%

Results for COc1ccccc1N1CCN(C(=O)NCc2ccc(Cl)cc2)CC1 ?
KAT2A inh: -14%; FEN1 inh: -13%; N370S GC mod: -1%

How did O=C(NC1CC2CCCC(C1)N2C(=O)N1CCCCC1)C1CCCCC1 (stereo not given) do in these assays?
KAT2A inh: -8%; FEN1 inh: 5%; N370S GC mod: -9%

What do the screens show for `Nc1cnn(C2OC(CO)C(O)C2O)c(=O)n1` (stereo not given)?
KAT2A inh: -7%; FEN1 inh: 0%; N370S GC mod: 0%

Later entries.
What do the screens show for `Cc1cccc(NC(=O)CSc2nc3[nH]ncc3c(=O)[nH]2)c1C`?
KAT2A inh: -6%; FEN1 inh: -4%; N370S GC mod: -4%

What do the screens show for `Cc1ccc(S(=O)(=O)N2CCCC2)cc1C(=O)NCCOc1ccccc1`?
KAT2A inh: 0%; FEN1 inh: 3%

What do the screens show for `COc1ccc(C(C(=O)NCc2ccccc2)N(Cc2cccnc2)C(=O)c2snc(C(N)=O)c2N)cc1OC` (stereo not given)?
KAT2A inh: -1%; FEN1 inh: -5%; N370S GC mod: 21%

How did O=C(/C=C/c1ccc(Br)cc1)NCCCn1ccnc1 do in these assays?
KAT2A inh: -17%; FEN1 inh: -13%; N370S GC mod: -7%

Results for COc1cccc(N2C(=O)Nc3ccc(Br)cc3C2(O)C(=O)NCCCN(C)C)c1 (stereo not given) ?
KAT2A inh: -12%; FEN1 inh: 10%; N370S GC mod: -2%

Results for Cc1ccc(C)c(NC(=O)CN(C)C(=O)[C@@H](NC(N)=O)C(C)C)c1 ?
KAT2A inh: -4%; FEN1 inh: 15%; N370S GC mod: 13%

What do the screens show for `O=C(Nc1cccc(Br)c1)c1ccc2nc(N3C(=O)CCC3=O)sc2c1`?
KAT2A inh: -8%; FEN1 inh: -22%; N370S GC mod: -3%

How did CSc1nnc(-c2ccccc2Cl)o1 do in these assays?
KAT2A inh: 0%; FEN1 inh: -10%; N370S GC mod: 10%

How did CCOC(=O)N1CCN(C(=O)COc2ccc(S(=O)(=O)NCC(C)C)cc2C)CC1 do in these assays?
KAT2A inh: -6%; FEN1 inh: 5%; N370S GC mod: 7%

Results for CCC(C)NC(=O)COC(=O)Cc1sc(N)nc1-c1ccc(C)cc1 (stereo not given) ?
KAT2A inh: -4%; FEN1 inh: -6%; N370S GC mod: -27%

How did COc1ccc2c(c1)nc1n2CN(CC2CCCO2)CN1Cc1ccccc1 (stereo not given) do in these assays?
KAT2A inh: -5%; N370S GC mod: 0%

Results for CSCC[C@H](N)C(=O)N1CCC(C(=O)N[C@H](C(=O)NCc2ccccc2F)C(C)C)CC1 ?
KAT2A inh: 1%; FEN1 inh: 18%; N370S GC mod: -7%

How did C/C(=N\NC(=O)CCC(=O)O)c1c(-c2ccccc2)c2cc(Br)ccc2[nH]c1=O do in these assays?
KAT2A inh: -5%; FEN1 inh: 9%; N370S GC mod: -3%

Results for CCOc1ccc(NC(=S)NNC(=S)Nc2cccc(C(F)(F)F)c2)cc1 ?
KAT2A inh: inconclusive; FEN1 inh: -1%; N370S GC mod: -3%

Results for CNC(=O)c1ccc(OCc2ccccc2)c(OC)c1 ?
KAT2A inh: -6%; FEN1 inh: -10%; N370S GC mod: -3%

What do the screens show for `CN1CC2=Cc3ccccc3OC23Oc2ccccc2C=C3C1`?
KAT2A inh: -1%; FEN1 inh: 6%; N370S GC mod: -5%

How did CN(C)/C=C1\C(=O)NN=C1c1ccccc1 do in these assays?
KAT2A inh: -6%; FEN1 inh: -5%; N370S GC mod: 6%

What do the screens show for `COc1ccc(CCNC(=O)C2CCN(S(=O)(=O)c3ccc(C)cc3)CC2)cc1OC`?
KAT2A inh: 7%; FEN1 inh: 17%; N370S GC mod: -13%

Results for COc1ccc(-c2oc3ccccc3c(=O)c2OC(=O)c2ccc(C)cc2)cc1 ?
KAT2A inh: 0%; FEN1 inh: -1%; N370S GC mod: 8%

Results for CCCC(=O)NC(=S)Nc1cccc(-c2nc3ncccc3o2)c1 ?
KAT2A inh: -4%; FEN1 inh: 12%; N370S GC mod: 2%

Results for Cc1cc(Oc2nc3ccccn3c(=O)c2/C=C(\C#N)c2nc3ccccc3s2)ccc1Cl ?
KAT2A inh: 2%; FEN1 inh: -19%

How did CCOc1ccccc1NC(=O)c1cc(Cl)ccc1NC(=O)c1ccco1 do in these assays?
KAT2A inh: 1%; FEN1 inh: -8%; N370S GC mod: 0%

What do the screens show for `CCOc1ccc2nc(N3CCC(C(=O)Nc4ccc(Br)cc4F)CC3)sc2c1`?
KAT2A inh: 1%; FEN1 inh: -5%

How did Cc1cc(C)cc(C(=O)NC(CC(N)=O)c2ccc(N3CCN(C)CC3)c([N+](=O)[O-])c2)c1 (stereo not given) do in these assays?
KAT2A inh: -6%; FEN1 inh: -3%; N370S GC mod: -20%

Results for Cc1ccc(CCNC(=O)c2coc3nc4ccccc4nc23)cc1 ?
KAT2A inh: -1%; FEN1 inh: 3%; N370S GC mod: 17%

What do the screens show for `CNC(=S)NNC(=O)c1ccccc1Br`?
KAT2A inh: -3%; FEN1 inh: 0%; N370S GC mod: -1%

How did Nn1c(SCC(=O)NC2CCCCC2)nnc1-c1ccc(Cl)cc1 do in these assays?
KAT2A inh: -7%; FEN1 inh: -3%; N370S GC mod: 4%

What do the screens show for `O=S(=O)(NC1Cc2ccccc2C1)c1ccccc1`?
KAT2A inh: -16%; FEN1 inh: -14%; N370S GC mod: 2%

What do the screens show for `COC(=O)c1c(NC(NC(=O)CC(C)C)C(Cl)(Cl)Cl)sc2c1CCC2` (stereo not given)?
KAT2A inh: 2%; FEN1 inh: -10%; N370S GC mod: 2%

How did Cc1nn(Cc2cccc(F)c2)c(C)c1NC(=O)c1c([N+](=O)[O-])c(C)nn1C do in these assays?
KAT2A inh: -6%; FEN1 inh: -15%; N370S GC mod: 2%

What do the screens show for `Cc1ccc2cc(CN(CCCO)S(=O)(=O)c3cccc4nsnc34)c(=O)[nH]c2c1`?
KAT2A inh: 7%[0.501 µM]; FEN1 inh: 1%; N370S GC mod: -4%

Results for NC(=O)C1CCN(c2oc(-c3ccc(F)cc3)nc2S(=O)(=O)c2ccccc2)CC1 ?
KAT2A inh: -12%; FEN1 inh: -5%

Results for CC(C)CCn1c(=O)c2ccccc2n2c(CCC(=O)NCC3CCCO3)nnc12 (stereo not given) ?
KAT2A inh: 0%; FEN1 inh: -13%; N370S GC mod: inconclusive

How did CC(C)(C)NC(=O)Cn1c(SCC(=O)N2CCCCCC2)nc2ccccc21 do in these assays?
KAT2A inh: 0%; FEN1 inh: -1%; N370S GC mod: -15%[2.35 µM]

Results for COc1ccc(OC)c(N(C(=O)c2ccco2)C(C(=O)NC2CCCC2)c2cc(OC)c(OC)c(OC)c2)c1 (stereo not given) ?
KAT2A inh: -5%; FEN1 inh: 13%; N370S GC mod: -2%

What do the screens show for `Cc1cccc(NC(=O)c2ccc3nc(C(C)C)oc3c2)c1C`?
KAT2A inh: 9%; FEN1 inh: 43%

Results for CCCc1nnc(NC(=O)C(C)N2C(=O)C3C4C=CC(C4)C3C2=O)s1 (stereo not given) ?
KAT2A inh: 0%; FEN1 inh: 2%; N370S GC mod: 7%

What do the screens show for `CCN(C(=O)C(C)N1C(=O)/C(=C/c2ccco2)SC1=S)C1CCS(=O)(=O)C1` (stereo not given)?
KAT2A inh: 0%; FEN1 inh: inconclusive; N370S GC mod: -3%

What do the screens show for `NC(=O)CSc1nc(-c2ccccc2)nc2c1CCCC2`?
KAT2A inh: 0%; FEN1 inh: 7%; N370S GC mod: -5%

The list is partial. The share of hits here may be higher or lower than overall.
